TWEAK Fn14 block – inhibitors of TWEAK-Fn14 interaction signaling. TWEAK-stimulated Fn14 reporter cells, luciferase luminescence, 8 h. 360,000 tested, 2% active. inhibition, % at 10 µM; in the data active means inhibition above about 50%
HIF-2a block – inhibitors of HIF-2a; 360,000 tested, 0.72% active; inhibition, % at 18.8 µM; AID 624352; 786-0 RCC cells HIF-2a reporter, luciferase luminescence, overnight;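 active means inhibition of the luminescence signal of 40% or more relative to plate controls, in a single-dose primary screen at 18.75 µM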
MITF TRPM1 inh – reduces MITF-dependent TRPM1 promoter luciferase signal; 330,000 tested, 0.83% active; SK-MEL-5 TRPM1 promoter luciferase, 24 h; AID 488899; inhibition, % at 12.5 µM;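 active means mean inhibition across replicates of 60% or more, whatever share of single replicates reaches that level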; further: values of inactives mirror those of a sister screen read the other way
TROY signal inh – TROY signaling inhibition; Q293 LMP1-TROYcd NF-kB luciferase reporter, 4 h; inhibition, % at 10 µM; 360,000 tested, 0.98% active;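 active means compounds whose plate-normalised and pattern-corrected inhibition of the luciferase reporter signal at the single screening dose is 50% or more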
NR2E3 ag-1 – NR2E3 (human) agonism | Q9Y5X4 | GST-NR2E3/biotin-RetCOR TR-FRET, 1536-well | inhibition of corepressor binding, % at 4.78 µM | 320,000 tested, 0.12% active | AID 2300;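 active means percent inhibition above the cutoff of mean plus 3 SD of all tested compounds, set per screening campaign, cut at about 20% in these data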;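 further: 0% = DMSO wells and 100% = biotin wells as full block of FRET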
Target sequence (Q9Y5X4 whole entry, looked up): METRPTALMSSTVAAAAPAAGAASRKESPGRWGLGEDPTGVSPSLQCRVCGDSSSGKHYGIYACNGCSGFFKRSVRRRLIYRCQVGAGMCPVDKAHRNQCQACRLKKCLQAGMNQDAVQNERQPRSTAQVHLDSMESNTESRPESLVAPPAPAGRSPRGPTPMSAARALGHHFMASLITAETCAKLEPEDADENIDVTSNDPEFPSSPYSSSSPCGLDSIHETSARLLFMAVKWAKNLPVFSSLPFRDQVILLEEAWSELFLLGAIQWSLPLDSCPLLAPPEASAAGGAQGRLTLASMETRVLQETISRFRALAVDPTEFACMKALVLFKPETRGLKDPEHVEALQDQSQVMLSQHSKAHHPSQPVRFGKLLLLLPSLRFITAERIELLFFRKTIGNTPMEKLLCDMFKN
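System: GST-tagged NR2E3 plus biotinylated RetCOR corepressor; Amount: 1.35 nM GST-tagged NR2E3 final; Dosing: single nominal compound dose of 4.8 µM; Schedule: 5 h incubation at 4 °C; Technique: TR-FRET with europium anti-GST and streptavidin-D2, 340 nm excitation; Controls: biotin wells as high control, 0.6% DMSO wells as low control.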
KKLEB cytotox – counter-screen for CF NF-kB inhibitors: cytotoxicity; KKLEB CF airway cells viability, ATPlite luminescence, overnight; hits give low values; cells stimulated with P. aeruginosa culture filtrate; activity change (cytotoxicity), % at 5 µM; 360,000 tested, 0.36% active;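 active means corrected activity change at or below -50% at 5 µM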
TRAIL sens C8 – sensitizes caspase-8 expressing cells to TRAIL. NB7+C8 cells + TRAIL, ATPlite viability luminescence. 360,000 tested, 1% active. inhibition (viability loss, TRAIL sensitization), % at 10 µM;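 active means compounds causing at least 50% loss of cell viability in the single-dose screen, relative to plate controls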
NR2E3 ag-2 – human photoreceptor-specific nuclear receptor agonism. inhibition of corepressor binding, % at 3.98 µM. Q9Y5X4. CHO-S Gal4-NCOR/VP16-NR2E3 two-hybrid, luciferase. 360,000 tested, 0.35% active. AID 602229;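 active means inhibition above the mean of all tested compounds plus 3 SD, cut at about 70% in these data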;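 further: 0% = DMSO with NR2E3 transfected cells and 100% = cells lacking NR2E3 construct; higher means lower luciferase signal from less NR2E3 corepressor binding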
CF NFkB block – blocks PAF-induced NF-kB reporter in cystic fibrosis cells; KKLEB NF-kB-GFP reporter, GFP fluorescence overnight; inhibition, % at 5 µM; 360,000 tested, 0.86% active; AID 588850;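 active means at least 50% inhibition at 5 µM, scaled per plate between neutral and stimulator controls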;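 further: PAF is a Pseudomonas aeruginosa culture filtrate used as stimulus; plate controls were PAF-stimulated DMSO wells for no effect and unstimulated DMSO wells for full effect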
Peg3 prom inh – inhibitors of Peg3 promoter; HeLa PEG-Prom luciferase reporter, luminescence, overnight; inhibition, % at 20 µM; 360,000 tested, 1.7% active; AID 588405;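 active means inhibition of at least 50% at 20 µM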
Shn3 3UTR inh – Schnurri-3 reporter inhibition in Clone20 osteoblasts | Clone20 osteoblast Shn3 3'UTR firefly luciferase, 24 h | 360,000 tested, 0.52% active | inhibition, % at 12.5 µM;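 active means mean inhibition of at least 75% with every replicate also reaching 75%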;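 further: 0% = median of neutral control wells and 100% = pilot-screen positive control compound; some compounds past the cut are filed as inactive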
An asterisk follows results filed as active; / = not tested or not shown.

Preview (3 entries):
SMILES	TWEAK Fn14 block	HIF-2a block	MITF TRPM1 inh	TROY signal inh	NR2E3 ag-1	KKLEB cytotox	TRAIL sens C8	NR2E3 ag-2	CF NFkB block	Peg3 prom inh	Shn3 3UTR inh
COCCn1c(NCc2ccccc2)nc2c1c(=O)[nH]c(=O)n2C	-13	9	0	7	-3	2	-10	-3	5	2	10
Cc1ccccc1N(C(=O)c1snc(C(N)=O)c1N)C(C(=O)NC1CCCCC1)c1ccc(O)cc1 (stereo unspecified)	39	42*	-5	-7	-4	1	-2	-17	-7	44	31
C[C@H](O)[C@@]1(O)CC[C@H]2[C@@H]3CC[C@@H]4C[C@H](O)CC[C@]4(C)[C@H]3CC[C@@]21C	6	16	/	-11	2	7	11	-1	-4	25	10

This part in full, from the start:
SMILES	TWEAK Fn14 block	HIF-2a block	MITF TRPM1 inh	TROY signal inh	NR2E3 ag-1	KKLEB cytotox	TRAIL sens C8	NR2E3 ag-2	CF NFkB block	Peg3 prom inh	Shn3 3UTR inh
COCCn1c(NCc2ccccc2)nc2c1c(=O)[nH]c(=O)n2C	-13	9	0	7	-3	2	-10	-3	5	2	10
Cc1ccccc1N(C(=O)c1snc(C(N)=O)c1N)C(C(=O)NC1CCCCC1)c1ccc(O)cc1 (stereo unspecified)	39	42*	-5	-7	-4	1	-2	-17	-7	44	31
C[C@H](O)[C@@]1(O)CC[C@H]2[C@@H]3CC[C@@H]4C[C@H](O)CC[C@]4(C)[C@H]3CC[C@@]21C	6	16	/	-11	2	7	11	-1	-4	25	10
Cc1ccc(NC(=O)CC2Nc3ccccc3NC2=O)cc1Cl (stereo unspecified)	6	-201	1	/	/	-52*	14	-78	43	-57	4
Cc1[nH]c2ccccc2c1SCCN	6	9	2	-6	0	-2	0	-3	22	-16	-11
CCCCC(=O)Nc1ccc(NC(=S)NC(=O)c2cccs2)cc1OC	15	-22	13	11	-5	6	-7	-17	-14	-23	0
COc1ccc(N2C(=O)CC(Nc3cccc([N+](=O)[O-])c3)C2=O)cc1 (stereo unspecified)	-7	-12	-19	-12	4	6	-7	-37	5	2	-20
CCc1ccc(C(O)(CNCc2ccccc2)c2ccccc2)cc1 (stereo unspecified)	-4	7	4	-10	/	-5	7	3	-3	-23	60
COc1ccc(-c2csc(NC(=O)CCN3C(=O)C4CC=CCC4C3=O)n2)cc1OC (stereo unspecified)	-14	-2	-5	-22	-1	-28	11	3	30	19	17
CC(C)(C)S(=O)(=O)c1cnc(N2CCCCC2)nc1N	-2	-38	-59	-11	4	4	3	-10	-6	-14	-11
O=C(N/N=C/c1ccc(O)cc1)c1cncc(Br)c1	9	2	2	7	0	2	0	-17	-4	-19	-23
CCOC(=O)c1c(NC(=O)c2ccc(-n3cnnn3)cc2)sc2c1CCCC2	-54	20	-1	18	/	-8	7	-11	2	10	-11
COC(=O)C1CCN(C2CN(Cc3ccc([N+](=O)[O-])cc3)S(=O)(=O)C2)CC1 (stereo unspecified)	-8	-1	/	10	/	9	6	1	-24	-27	2
O=C(NCc1ccccc1)NC(=O)c1ccncc1	5	9	-7	7	0	4	-8	-12	3	-3	-18
Cn1ccc2c(N(Cc3ccccc3)Cc3ccccc3)cc3c(c21)C1CCC3C1 (stereo unspecified)	3	-20	/	38	/	1	-10	4	-5	-22	-8
Cc1cccc(-n2nc([N+](=O)[O-])c(=NCc3cccnc3)n2O)c1	5	-84	12	-23	5	15	8	-38	-37	-49	3
O=C(CN1C2CCC1CC(NC(=O)NC1CCCCC1)C2)NC1CC1 (stereo unspecified)	-11	-6	-3	9	1	0	-1	5	2	-19	-17
CCOc1ccccc1NC(=O)N1CCCN(c2ncccc2C#N)CC1	-4	-7	/	-19	0	-10	-9	-28	20	14	16
Cc1nc(SCc2ccccc2)nc2c1CCC2	-19	-264	-86	-34	3	4	3	-84	7	-239	-30
CC(C)c1cccc(C(C)C)c1OCCCCCN1CCOCC1	-2	16	/	-44	1	-17	4	14	11	3	8

Grouped by structure, the compounds so far containing a thiophene ring, fused or not
SMILES	TWEAK Fn14 block	HIF-2a block	MITF TRPM1 inh	TROY signal inh	NR2E3 ag-1	KKLEB cytotox	TRAIL sens C8	NR2E3 ag-2	CF NFkB block	Peg3 prom inh	Shn3 3UTR inh
CCCCC(=O)Nc1ccc(NC(=S)NC(=O)c2cccs2)cc1OC	15	-22	13	11	-5	6	-7	-17	-14	-23	0
CCOC(=O)c1c(NC(=O)c2ccc(-n3cnnn3)cc2)sc2c1CCCC2	-54	20	-1	18	/	-8	7	-11	2	10	-11

The list goes on:
SMILES	TWEAK Fn14 block	HIF-2a block	MITF TRPM1 inh	TROY signal inh	NR2E3 ag-1	KKLEB cytotox	TRAIL sens C8	NR2E3 ag-2	CF NFkB block	Peg3 prom inh	Shn3 3UTR inh
CC1(C)Cc2c(sc(NC(=O)C(=O)NCCCN3CCOCC3)c2C#N)CO1	3	-1	6	21	2	4	11	-3	4	20	-6
CC1(C(=O)NS(=O)(=O)c2ccc(Br)cc2)CCN1C(=O)C1(c2ccccc2)CC1 (stereo unspecified)	3	10	/	12	/	-3	-12	-8	10	1	12
CCCCN(CC)S(=O)(=O)N1CCC(C(=O)NCc2ccc(F)cc2)CC1	4	23	-1	12	0	3	9	3	-4	7	12
CCCCn1c(N)c(N(C(=O)CSc2nnc(C)n2-c2ccccc2)C2CCCC2)c(=O)[nH]c1=O	8	8	9	-2	0	-2	9	-14	-12	3	-8

Looked up one by one from the list above (4):
SMILES	TWEAK Fn14 block	HIF-2a block	MITF TRPM1 inh	TROY signal inh	NR2E3 ag-1	KKLEB cytotox	TRAIL sens C8	NR2E3 ag-2	CF NFkB block	Peg3 prom inh	Shn3 3UTR inh
CCCCN(CC)S(=O)(=O)N1CCC(C(=O)NCc2ccc(F)cc2)CC1	4	23	-1	12	0	3	9	3	-4	7	12
CC1(C)Cc2c(sc(NC(=O)C(=O)NCCCN3CCOCC3)c2C#N)CO1	3	-1	6	21	2	4	11	-3	4	20	-6
CC1(C(=O)NS(=O)(=O)c2ccc(Br)cc2)CCN1C(=O)C1(c2ccccc2)CC1 (stereo unspecified)	3	10	/	12	/	-3	-12	-8	10	1	12
CCCCn1c(N)c(N(C(=O)CSc2nnc(C)n2-c2ccccc2)C2CCCC2)c(=O)[nH]c1=O	8	8	9	-2	0	-2	9	-14	-12	3	-8

Source: PubChem (several laboratories)

An excerpt; rates above refer to the full screens.
